Dyrk1A ADPGlo = inhibitors of rat Dyrk1A kinase; ADP-Glo luminescence, NFATc1 peptide; inhibition, % at 12.5 µM; hit rate 0.43% among 310,000; in the data active = inhibition above about 50%;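 note: plate controls were vehicle with enzyme for no effect and no enzyme for full effect; many of its hits are not listed in these tables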
hERG rescue = shields human hERG channel from block by proarrhythmic agents. Q12809. CHO-hERG, FluxOR thallium flux, dofetilide IC70 present. activation (rescue from dofetilide block), less the hit threshold, % at 10 µM. hit rate 0.51% among 310,000;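 active = activation above the mean of controls blocked by dofetilide plus 5 SD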;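 note: thallium influx through hERG after potassium depolarization seen as dye fluorescence rise; in these data hits start at about 4.7%; inactives centre near -7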
PolyA inh = inhibitors of polyadenylation in S. cerevisiae | S. cerevisiae SKY197-pL101 polyadenylation reporter, beta-gal luminescence; efflux-impaired pdr1/pdr3 knockout yeast; score 100 = 6 SD above DMSO | calls only at 12 µM | hit rate 0.02% among 300,000;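 active = lowest replicate activity score at least 50, where 100 means six control SD above control mean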;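 note: yeast exposed to compound for 9 h at 30 °C; higher score means more reporter readthrough which indicates perturbed polyadenylation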
RGS4 act = potentiators or activators of RGS4. HEK293 M3R/inducible RGS4, carbachol calcium flux Fluo4; active compounds read low. B-score at 10 µM. hit rate 0.92% among 310,000;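 active = B-score of the integrated calcium signal more than 4 SD below the library mean, with starting fluorescence not abnormally high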;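 note: negative B-score means reduced calcium response which marks RGS4 activation or potentiation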
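Also added: carbachol at ECmax as muscarinic agonist stimulus; Assay system: HEK293 cells with stable M3R and inducible RGS4; Timing: overnight RGS4 induction, 30 min dye load 37 °C, 20 min compound RT; Measured by: Fluo4-AM (2 µM) calcium-flux fluorescence, kinetic read.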
HDAC3 inhib = inhibitors of human histone deacetylase 3; O15379; recombinant HDAC3, fluorogenic peptide/trypsin coupled, fluorescence; inhibition, % at 8.3 µM; hit rate 0.15% among 320,000; AID 2718; in the data active = inhibition above about 26%, passing the limit was not always enough
KCNQ1 block = inhibitors of human KCNQ1 potassium channel; AID 2642; B-score at 10 µM; CHO-K1 KCNQ1, FluxOR thallium flux fluorescence; active compounds read high; hit rate 1.3% among 310,000; P51787;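 active = compounds whose thallium flux B-score, printed positive for inhibition, exceeds three library SD while starting fluorescence stays within three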;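 note: channel opened by potassium depolarization with thallium stimulus after 20 min compound exposure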
Target sequence (P51787 whole entry, looked up): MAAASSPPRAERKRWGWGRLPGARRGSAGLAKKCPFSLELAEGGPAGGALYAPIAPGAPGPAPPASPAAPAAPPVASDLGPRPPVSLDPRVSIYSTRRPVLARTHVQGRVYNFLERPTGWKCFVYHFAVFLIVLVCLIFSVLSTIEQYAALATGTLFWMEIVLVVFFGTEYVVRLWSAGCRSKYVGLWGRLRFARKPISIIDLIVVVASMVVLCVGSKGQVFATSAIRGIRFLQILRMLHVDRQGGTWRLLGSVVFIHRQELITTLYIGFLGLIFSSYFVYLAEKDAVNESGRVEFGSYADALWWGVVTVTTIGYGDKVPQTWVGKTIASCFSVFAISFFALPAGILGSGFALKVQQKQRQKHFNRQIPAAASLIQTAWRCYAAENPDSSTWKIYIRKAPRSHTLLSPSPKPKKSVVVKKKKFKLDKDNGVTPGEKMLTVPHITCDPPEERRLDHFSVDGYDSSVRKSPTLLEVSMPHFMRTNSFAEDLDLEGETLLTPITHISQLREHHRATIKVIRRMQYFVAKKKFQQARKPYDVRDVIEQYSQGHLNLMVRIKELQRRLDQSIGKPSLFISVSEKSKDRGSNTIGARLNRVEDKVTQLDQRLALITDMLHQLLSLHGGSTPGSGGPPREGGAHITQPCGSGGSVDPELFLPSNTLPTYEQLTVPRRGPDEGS
GSK3B inh = blocks human GSK3beta kinase activity; P49841; activity score (negative = inhibition), % at 10 µM; GST-GSK3beta kinase, ADP-Glo luminescence, 60 min; active compounds read low; hit rate 0.038% among 300,000;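 active = more than half of replicate wells score below -50%, meaning over 50% inhibition versus plate controls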;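 note: 0% = median DMSO wells and -100% = median GW8510 positive control wells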
Target sequence (P49841 whole entry, looked up): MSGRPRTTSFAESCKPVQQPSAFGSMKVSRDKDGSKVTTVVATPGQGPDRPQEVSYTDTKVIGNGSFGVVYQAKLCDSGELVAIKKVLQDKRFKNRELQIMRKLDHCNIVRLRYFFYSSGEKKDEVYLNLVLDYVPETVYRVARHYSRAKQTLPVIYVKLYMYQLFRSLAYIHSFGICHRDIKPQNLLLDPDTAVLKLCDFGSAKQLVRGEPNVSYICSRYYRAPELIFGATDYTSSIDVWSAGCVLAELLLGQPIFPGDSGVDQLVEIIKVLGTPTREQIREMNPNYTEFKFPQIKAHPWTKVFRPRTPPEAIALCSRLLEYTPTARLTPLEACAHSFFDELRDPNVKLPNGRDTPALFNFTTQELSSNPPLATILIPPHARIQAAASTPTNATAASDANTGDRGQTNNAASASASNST
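Test system: GST-tagged human GSK3beta kinase, cell-free; evaluation: activity score scaled between in-plate DMSO and GW8510 controls; measured by: ADP-Glo luminescence; incubation: 60 min reaction, RT; benchmarks: DMSO and 20 µM GW8510; reagent: peptide substrate plus 25 µM ATP (final); medium: Tris/MgCl2 kinase buffer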
KCNK3 block = human KCNK3 channel inhibition, primary screen; CHO-KCNK3 thallium flux, FluxOR fluorescence; active compounds read low; AID 602410; B-score at 10 µM; O14649; hit rate 0.84% among 340,000;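 active = B-score under library mean minus 4 SD, starting fluorescence ratio at most library mean plus 5 SD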;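 note: more negative B-score means stronger inhibition of thallium flux through KCNK3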
KCNK9 inh = blocks the human KCNK9 two-pore domain potassium channel; Q9NPC2; HEK293 KCNK9, FluxOR thallium flux fluorescence; active compounds read low; B-score at 10 µM; hit rate 1.2% among 310,000; AID 488922;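 active = ratio B-score over 3 SD below the library mean, with starting fluorescence within 5 SD of its mean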;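 note: negative B-score means less thallium flux so channel inhibition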
KCNQ1 act = human KCNQ1 channel potentiation or activation; AID 2648; CHO-K1 KCNQ1, thallium flux FluxOR fluorescence; active compounds read high; hit rate 0.35% among 310,000; B-score at 10 µM; P51787;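 active = fluorescence ratio B-score, a plate-corrected score, at least three library SD, with initial intensity B-score within 5 SD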
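Assay system: stable KCNQ1 CHO-K1 line; medium: assay buffer, equal DMSO in all wells; timing: 90 min dye loading and 20 min compound exposure, both at room temperature; technique: kinetic FluxOR thallium fluorescence, 10-s 1-Hz baseline, 110-s post-stimulus read; read-out basis: B score of baseline-normalized fluorescence ratio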
GSK3 alpha inh = blocks human GSK-3 alpha kinase; ADP-Glo luminescence, 60 min; inhibition, % at 10 µM; hit rate 0.1% among 320,000;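 in the data active = inhibition above about 50%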;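 note: GST-tagged GSK-3 alpha with peptide substrate and 25 µM ATP; 0% = DMSO neutral wells and 100% = GW8510 positive control wells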
* = called active by the depositor; i = inactive; nt = not tested or not shown. The list is partial; rates above refer to the full screens.

SMILES	Dyrk1A ADPGlo	hERG rescue	PolyA inh	RGS4 act	HDAC3 inhib	KCNQ1 block	GSK3B inh	KCNK3 block	KCNK9 inh	KCNQ1 act	GSK3 alpha inh
CC1CCCC(C)N1CCNC(=O)Nc1ccc(Cl)cc1 (centres undefined)	1.7	-8.7	i	i	1.2	i	6.0	i	i	i	-3.3
CC(=O)N[C@@H](C)c1nc2ccccc2n1CCCN1CCN(c2nc(-c3ccc(C)cc3)cs2)CC1	-1.2	-19.5	i	i	17.3	i	1.2	i	i	i	0.2
O=C(N1CCCCC1)C1(c2ccccc2)CCOCC1	-7.5	-6.7	i	i	-1.5	i	-5.9	i	i	i	1.9
COc1cccc2cc(-c3ccnc(N)n3)oc12	12.8	3.4	i	i	8.9	i	3.6	i	i	i	1.7
Cc1cc(C)nc(NS(=O)(=O)c2ccc(NC(=O)c3ccc(N4C(=O)CCC4=O)cc3)cc2)n1	2.4	-7.2	i	i	8.9	i	1.5	i	i	i	4.3
CC1=CC2CC1C1C(=O)N(c3ccc(S(=O)(=O)Nc4nc(C)cc(C)n4)cc3)C(=O)C21 (centres undefined)	5.8	-12.6	i	i	-11.8	i	0.6	i	i	i	0.9
CCN(CC(=O)Nc1ccc(N2CCOCC2)cc1)C(=O)c1ccc(C#N)cc1	nt	-10.1	i	i	-2.4	i	2.0	i	i	i	3.2
Nc1nc(C(F)(F)F)c(Br)c(=O)n1N	2.7	-6.4	i	i	0.2	i	4.5	i	i	i	-1.5
COc1ccc(NC2=CC(c3ccc(F)cc3)N(c3ccc(OC)cc3)C2=O)cc1 (centres undefined)	7.4	-3.7	i	i	7.3	i	3.0	i	i	i	-1.5
CCOC(=O)c1c(C)n(CCNC(C)=O)c2ccc(OC)cc12	21.8	-6.1	i	i	-1.1	i	1.6	i	i	i	-0.5
CCC1CCC(C(=O)NNC(=O)c2cc(-c3ccco3)[nH]n2)CC1 (centres undefined)	nt	-21.6	i	i	0.5	i	0.9	i	i	i	4.7
COc1ccc(C(=O)N2CCN(C(=O)C3COc4ccccc4O3)CC2)cc1 (centres undefined)	nt	-6.5	i	i	-0.4	i	-1.5	i	i	i	0.8
COc1ccc(/C=C(\NC(=O)c2ccco2)C(=O)NC(Cc2ccccc2)C(=O)O)cc1 (centres undefined)	2.4	-5.7	i	i	2.4	i	1.4	i	i	i	8.0
Cc1cnc(C(=O)Oc2cccc(Cl)c2Cl)cn1	-4.2	-13.2	i	i	1.1	i	nt	i	i	i	-3.0
O=C1c2ccccc2S(=O)(=O)c2cc(N3CCN(C(=O)c4ccccc4)CC3)ccc21	nt	-10.8	i	i	3.3	i	1.1	nt	i	i	-5.5
CS(=O)(=O)NCCn1ccc2ccccc21	-3.8	-13.0	i	i	-4.3	i	2.9	i	i	i	-3.1
COc1ccc(N2CC(C(=O)Nc3nnc(SCC(=O)N4CCCC4)s3)CC2=O)cc1 (centres undefined)	0.5	-4.3	i	i	-8.2	i	-2.8	i	i	i	-0.7
CC(=O)Nc1nnc(COc2ccccc2)s1	4.9	-13.3	i	i	5.0	i	0.1	i	i	i	-0.2
CC[n+]1ccc(C)c2cc(P(=O)(c3ccccc3)c3ccccc3)ccc21	4.8	-5.8	i	i	-4.1	i	-0.3	i	i	i	1.9
Cc1ccc(NC(=O)/C(C#N)=C/c2ccc(C)s2)c(C)c1	-0.9	-0.4	i	i	0.7	i	2.2	i	i	i	0.8
COC(=O)c1ccc(S(=O)(=O)N2CCOCC2)o1	-1.5	0.2	i	i	-8.7	i	-0.3	i	i	i	-1.2
Cc1cc(C)c(NC(=O)CSc2nc3ncc(Br)cc3[nH]2)c(Cl)c1	3.7	-3.2	i	i	-5.6	i	-0.7	i	i	i	0.7
CN(C)c1ccc(C(C#N)c2ccccc2)nn1 (centres undefined)	-1.1	-4.2	i	i	-8.6	i	-0.3	i	i	i	-2.4
O=C(NCCc1ccccc1)c1ccc(Cl)c(S(=O)(=O)N2CCCC2)c1	1.1	-4.8	i	i	0.8	i	-3.8	i	i	i	-1.4
CC(C(=O)NCc1ccc2c(c1)OCO2)N(c1ccccc1)S(C)(=O)=O (centres undefined)	0.8	-11.9	i	i	-7.0	i	0.4	i	i	i	0.1
CC1(c2nnc(-c3ccc(F)cc3)o2)CC(c2ccncc2)=NO1 (centres undefined)	nt	-4.5	i	i	-2.4	i	3.7	nt	i	i	-3.4
COCCNC(=O)C1=C(N)C(C(=O)Nc2ccc(C)c(S(=O)(=O)N3CCCCC3)c2)SC1=Nc1ccc(C)cc1C (centres undefined)	-5.3	-3.9	i	i	7.2	i	2.9	i	i	i	1.3
Clc1ccccc1CNc1nc2ccccc2n2cnnc12	nt	-12.6	i	i	2.5	i	1.5	i	i	i	-7.5
COc1cc(OC)cc(C(=O)NNC(=O)CN2C(=O)NC(C)(c3ccc(C)cc3)C2=O)c1 (centres undefined)	3.6	-9.8	i	i	-15.3	i	2.7	i	i	i	-3.8
CCN(CC(=O)NCc1ccc(Cl)cc1)S(=O)(=O)c1ccc(F)cc1	-2.7	-7.4	i	i	-0.4	i	-2.1	i	i	i	-2.5
COc1cccc(NC(=O)/C=C/c2ccco2)c1	nt	-13.6	i	i	5.1	i	1.3	i	i	i	0.7
Cc1ccc(Oc2ccc3c(c2)C(=O)N(c2ccc(S(=O)(=O)Nc4nccs4)cc2)C3=O)cc1	-6.2	-10.9	i	i	-4.0	i	-5.1	i	i	i	-0.1
O=c1c2ccccc2c(-c2cccc(C(F)(F)F)c2)nn1-c1ccccc1	11.6	-11.0	i	i	5.5	i	2.3	i	-8.83*	i	-0.7
CC1CCCC(C)N1Cc1cn2ccccc2n1 (centres undefined)	19.6	-2.0	i	i	0.3	i	0.4	i	i	i	-4.8
CCn1c(C)nnc1SCC(=O)Nc1ccc(Cl)cc1	2.1	-6.3	i	i	-2.2	i	0.0	i	i	i	-0.6
Cc1ccc2cc(C#N)c(NCc3ccco3)nc2c1	-6.1	-3.8	i	i	-21.4	i	-1.0	i	i	i	-0.4
CC(C)N(CCCNC(=O)C1CCC(CNS(=O)(=O)c2ccccc2)CC1)Cc1ccccc1 (centres undefined)	8.5	-6.2	i	i	-2.8	i	-2.4	i	i	i	0.8
O=C(NNc1cc(Cl)ccc1Cl)c1cccs1	1.7	-5.1	i	i	1.5	i	-2.2	i	i	i	1.9
C=CCNC(=O)COC(=O)/C=C/c1cccs1	2.7	-4.9	i	i	-5.0	i	2.1	i	i	i	-5.4
CCCOc1ccc(-c2csc(NC(=O)CN3C(=O)CCC3=O)n2)cc1	-3.0	-8.4	i	i	-1.4	i	-0.5	i	i	i	1.1
Cc1ccc(C(=O)NCCc2nnc3ccc(N4CCCC4)nn23)cc1	3.0	-10.0	i	i	-2.3	i	3.2	i	i	i	1.1
CC1(N2CCCCC2)CC2(O)C(=[N+]1[O-])CCC/C2=N\O (centres undefined)	4.7	-6.1	i	i	-9.0	i	0.6	i	i	8*	-1.6
N=C1C2=C3Sc4ccccc4N3CCCC2=NN1c1cccc(S(=O)(=O)O)c1	-4.6	-2.8	i	i	1.4	i	2.9	i	i	i	-0.9
CC1CC(C)CN(c2oc(-c3ccccc3F)nc2C#N)C1 (centres undefined)	-3.2	-2.4	i	i	-14.2	i	-0.3	i	i	i	-1.8
COc1ccc(-c2nnc3ccc(SCC(=O)Nc4nc5ccccc5s4)nn23)cc1OC	-1.9	-5.5	i	i	2.8	i	3.4	i	i	i	-3.3
O=C(CSc1ccc(-c2cccnc2)nn1)Nc1ccc(F)cc1F	-1.3	-1.8	i	i	-7.1	i	0.7	i	i	i	1.6
Cc1onc(-c2ccccc2)c1C(=O)Nc1ccc(OC(C)C)cc1	6.8	0.2	i	i	-0.4	i	4.7	i	i	i	-3.1
COc1cc(C(=O)NCC(c2ccco2)N2CCCC2)ccc1OCc1c(C)noc1C (centres undefined)	5.0	-3.5	i	i	0.0	i	0.3	i	i	i	2.7
COc1ccc(C(=O)C(CN2CCOCC2)c2ccccc2)cc1F (centres undefined)	-1.6	-6.5	i	i	nt	i	0.0	i	i	i	nt
O=C(COc1ccccc1)NCC1CCCO1 (centres undefined)	-0.1	-4.2	i	i	-6.1	i	0.7	i	i	i	-3.0
Cc1cc(C)n(CC2CC(=O)N(c3cc(Cl)cc(Cl)c3)C2=O)n1 (centres undefined)	-3.4	0.0	i	i	-2.3	i	-1.9	i	i	i	-0.6
CCC(C)c1ccc(NC(=S)N2CCCC2)cc1 (centres undefined)	10.3	-10.5	nt	i	2.4	i	4.3	i	i	i	nt
CN(C)S(=O)(=O)c1cccc(C(=O)OCC(=O)Nc2ccccc2OC(F)F)c1	3.0	-7.0	i	i	-3.5	i	2.1	i	i	i	-1.6
CC(C)n1c(COc2ccccc2)nc2ccccc21	nt	-1.7	i	i	6.8	i	-2.7	i	i	i	-2.1
Cc1cc(NC(=O)CSCC(=O)OCC(=O)Nc2cc(C)c(C)cc2[N+](=O)[O-])no1	3.6	-12.1	i	i	-4.4	i	1.2	i	i	i	-3.9
CCCc1cc(=O)oc2c3c(cc(OCC(=O)NCC4CCC(C(=O)O)CC4)c12)OC(C)(C)CC3 (centres undefined)	4.3	-18.8	i	i	-148.3	i	-2.9	i	i	i	3.6
O=C(O)c1ccc(/C=N/Nc2ccc(Cl)nn2)cc1	2.6	-2.5	i	i	7.3	i	-1.2	i	i	i	1.5
O=C(C1=C(O)C(=O)N(CC2CCCO2)C1c1cccnc1)c1ccco1 (centres undefined)	1.7	-4.1	i	i	-3.0	i	2.2	i	i	i	-3.3
O=C(CSCc1ccc(Cl)cc1)Nc1ccccc1O	-0.7	-7.5	i	i	2.1	i	0.9	i	i	i	0.3

Random excerpt: 2 entries already listed
SMILES	Dyrk1A ADPGlo	hERG rescue	PolyA inh	RGS4 act	HDAC3 inhib	KCNQ1 block	GSK3B inh	KCNK3 block	KCNK9 inh	KCNQ1 act	GSK3 alpha inh
CCOC(=O)c1c(C)n(CCNC(C)=O)c2ccc(OC)cc12	21.8	-6.1	i	i	-1.1	i	1.6	i	i	i	-0.5
CS(=O)(=O)NCCn1ccc2ccccc21	-3.8	-13.0	i	i	-4.3	i	2.9	i	i	i	-3.1

Assay outcomes as filed in PubChem BioAssay.
